Compound activity deposited in PubChem by several laboratories.
BioA inh = inhibitors of Mycobacterium tuberculosis BioA enzyme; purified M. tuberculosis BioA enzyme, plate reader; 360,000 tested, 0.096% active; inhibition, % at 9.99 µM; AID 602481; in the data active means inhibition above about 40%
3CLpro inhibitor = SARS-CoV 3CLpro protease inhibition | AID 1706 | recombinant SARS-CoV 3CLpro, quenched FRET peptide cleavage | inhibition, % at 6 µM | 290,000 tested, 0.14% active | P0C6X7; in the data active means inhibition above about 12%
GDH-TPI inh = GDH-TPI coupled enzyme inhibition counter-screen; 360,000 tested, 1.2% active; inhibition, % at 4.8 µM; GDH-TPI coupled enzyme counterscreen, NADH absorbance; in the data active means inhibition above about 30%;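 further: 0% = DMSO wells and 100% = wells lacking the enzyme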
PriA SSB inh = K. pneumoniae PriA-SSBct interaction inhibition; AlphaScreen SSBct-PriA binding, biotinylated peptide; inhibition, % at 33 µM; 430,000 tested, 0.6% active; in the data active means inhibition mostly above about 37%, no sharp cut-off; inactive means mostly below about 20%;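 further: plate controls were negative control peptide for no effect and reference peptide for full effect; strong numbers were not always called active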
Mtb FBA inh = inhibitors of M. tuberculosis fructose-bisphosphate aldolase; purified M. tuberculosis FBA, fluorescence read-out; inhibition, % at 1 µM; 360,000 tested, 2.3% active; AID 588726; in the data active means inhibition above about 27%;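 further: 0% = vehicle and 100% = reference inhibitor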
Target sequence (P9WQA3 whole entry, looked up): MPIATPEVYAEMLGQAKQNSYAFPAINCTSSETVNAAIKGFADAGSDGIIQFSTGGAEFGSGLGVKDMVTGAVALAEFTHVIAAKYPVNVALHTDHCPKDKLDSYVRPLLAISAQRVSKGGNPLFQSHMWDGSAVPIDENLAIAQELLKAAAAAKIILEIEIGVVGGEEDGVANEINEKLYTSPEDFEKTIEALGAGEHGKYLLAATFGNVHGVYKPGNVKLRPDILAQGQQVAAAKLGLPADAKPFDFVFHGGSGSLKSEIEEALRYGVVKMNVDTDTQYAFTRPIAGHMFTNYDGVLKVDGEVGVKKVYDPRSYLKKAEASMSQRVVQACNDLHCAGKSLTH
DUSP3 inh = inhibitors of human VHR1 phosphatase (DUSP3); recombinant VHR phosphatase, pNPP absorbance; inhibition, % at 13.3 µM; 290,000 tested, 0.52% active; in the data active means inhibition above about 50%; further: some compounds called inactive have numbers as strong as hits
Target sequence (P51452 whole entry, looked up): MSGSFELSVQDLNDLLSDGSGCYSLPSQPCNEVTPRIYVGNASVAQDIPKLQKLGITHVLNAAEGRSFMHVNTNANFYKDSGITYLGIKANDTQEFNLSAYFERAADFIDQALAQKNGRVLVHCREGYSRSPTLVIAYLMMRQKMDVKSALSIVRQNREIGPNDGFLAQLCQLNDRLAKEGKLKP
BH1578 lux ind = inducers of Vibrio cholerae quorum light production without autoinducers. V. cholerae BH1578 lux reporter, luminescence, 6 h. activation, % at 18.7 µM. 350,000 tested, 0.16% active. AID 588436; in the data active means activation mostly above about 9.7%, no sharp cut-off; further: not every result past the cut was called active; inactives centre near 0; reference of the scale not given here
Mtb UGM inh = Mtb UDP-galactopyranose mutase inhibition; purified UGM, fluorescence polarization probe displacement; inhibition, % at 10 µM; 320,000 tested, 0.06% active; in the data active means inhibition above about 10%, passing the limit was not always enough
Rv3671c protease = inhibits the M. tuberculosis serine protease Rv3671c; inhibition, % at 5.96 µM; AID 2606; 320,000 tested, 0.048% active; in the data active means inhibition above about 38%;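 further: extracellular domain of Rv3671c used as enzyme; 0% = enzyme with DMSO and 100% = no enzyme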
Target sequence (P9WHR9 whole entry, looked up, the tested form may be a part): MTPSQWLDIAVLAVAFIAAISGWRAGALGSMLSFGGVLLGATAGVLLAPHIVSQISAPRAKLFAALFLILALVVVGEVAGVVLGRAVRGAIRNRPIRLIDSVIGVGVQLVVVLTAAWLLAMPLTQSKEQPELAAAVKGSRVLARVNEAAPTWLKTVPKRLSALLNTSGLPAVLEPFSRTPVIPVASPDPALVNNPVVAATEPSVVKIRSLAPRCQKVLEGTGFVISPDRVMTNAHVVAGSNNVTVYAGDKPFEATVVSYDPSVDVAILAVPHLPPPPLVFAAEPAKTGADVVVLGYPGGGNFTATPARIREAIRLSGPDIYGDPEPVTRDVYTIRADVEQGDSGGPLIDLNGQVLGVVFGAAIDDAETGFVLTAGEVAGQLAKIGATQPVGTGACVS
MazEF act = activators of E. coli MazEF toxin-antitoxin RNase. P0AE70. FAM/BHQ RNA-DNA oligo cleavage fluorescence, 5 h. activation, % at 20 µM. 350,000 tested, 0.32% active; in the data active means activation above about 50%
An asterisk follows results filed as active; i = inactive; nt = not tested or not shown. This is a subset; rates above refer to the full screens.

SMILES	BioA inh	3CLpro inhibitor	GDH-TPI inh	PriA SSB inh	Mtb FBA inh	DUSP3 inh	BH1578 lux ind	Mtb UGM inh	Rv3671c protease	MazEF act
COc1ccccc1N1CCN(C(=O)CCN2C(=O)c3cccc4cccc(c34)C2=O)CC1	nt	-1.1	9.2	-3.1	3.1	-22.4	i	-0.4	-6.3	0.6
CC1CCCCC12NC(=O)N(CC(=O)Nc1cccnc1Cl)C2=O (configuration not stated)	-1.6	-0.1	5.2	-16.0	2.3	-9.2	-0.3	2.2	nt	3.2
CC(C)CN(C(=O)CN(C)S(=O)(=O)c1ccc(Cl)cc1)C1CCS(=O)(=O)C1 (configuration not stated)	0.1	-6.2	1.0	-1.6	1.8	45.4	2.9	1.5	-6.7	1.5
Nc1ccc2c(O)cc(S(=O)(=O)O)cc2c1	-3.2	nt	4.4	6.8	2.5	nt	i	nt	nt	-4.6
Clc1cc2c(cc1/C=N/Nc1nc(N3CCOCC3)nc(N3CCOCC3)n1)OCO2	nt	0.3	8.5	nt	-9.0	20.7	i	1.8	1.4	2.1
O=S(=O)(c1ccccc1)c1nc(-c2ccco2)oc1N1CCCCC1	0.1	2.1	-4.2	-7.8	-0.4	20.3	-0.6	0.9	-17.0	10.2
c1ccc(N2CCOCC2)c(Nc2nc3ccccc3n3cnnc23)c1	1.5	-3.2	22.5	-5.5	1.9	-17.1	-0.3	3.3	4.5	-6.6
CCOc1ccc(CCNC(=O)COC(=O)c2oc3ccccc3c2COC)cc1OCC	0.0	nt	-7.6	5.2	0.3	nt	-0.4	-2.7	-0.2	10.3
CCCCCNCc1ccc(OCc2ccc(Cl)nc2)c(OC)c1	nt	-9.4	-0.4	-6.3	2.2	-4.8	-0.3	-1.3	-1.0	6.7
COc1ccc(NC(=O)CSc2nnc(Cn3nnc4ccccc43)n2C)cc1	-0.9	0.0	-3.5	-6.7	2.5	28.6	i	4.3	15.0	6.5
O=C(Nc1cccc(-c2cn3c(n2)SCC3)c1)c1ccc2c(c1)OCO2	20.6	-4.4	-1.2	3.2	5.4	10.3	-0.2	1.5	1.9	6.5
CC(=O)C1=C(O)C(=O)N(Cc2ccccc2)C1c1ccco1 (configuration not stated)	-0.2	0.6	21.2	-7.6	2.1	17.7	0.5	-0.3	-14.0	0.7
CCC1(c2ccccc2)NC(=O)N(CC(=O)N2CC(=O)Nc3ccccc32)C1=O (configuration not stated)	-0.6	nt	7.0	7.8	4.9	nt	i	0.4	1.8	2.7
CCn1c(SCC(=O)Nc2ccccc2OC)nnc1-c1cnccn1	5.4	-0.6	6.3	3.6	0.5	11.8	0.3	-4.0	0.6	6.6
O=C(CSc1nnc(NC(=O)c2cccc(F)c2)s1)NCc1ccco1	-1.0	-3.5	11.2	14.8	-2.1	-17.1	i	-1.0	-3.1	-0.7
COc1ccc(/C=N/NC(=O)c2ccc(N3CCCC3=O)cc2)cc1	-1.5	2.4	15.8	nt	-2.1	12.2	i	0.2	0.1	10.7
COc1ccc(S(=O)(=O)N2CCC(C(=O)NC3CCCC3)CC2)cc1C	-1.2	-2.2	-6.0	-22.5	-0.8	-8.1	-0.4	1.5	-9.9	6.7
CCOC(=O)c1cnc(Nc2ccc(OCC)cc2)nc1C	nt	-1.2	8.2	7.8	-4.4	-3.9	-0.3	-1.3	0.5	2.0
C/C(=N/NC(=O)c1ccc(Br)s1)c1ccncc1	-0.4	2.8	7.3	nt	1.6	2.3	i	1.7	-1.8	-6.9
COc1ccc(O)c(C=NCC(C)N=Cc2cc(OC)ccc2O)c1 (configuration not stated)	0.5	-0.3	12.4	-15.1	-0.5	14.1	i	-2.0	-4.1	2.1

Not a retest: an excerpt of the list.
SMILES	BioA inh	3CLpro inhibitor	GDH-TPI inh	PriA SSB inh	Mtb FBA inh	DUSP3 inh	BH1578 lux ind	Mtb UGM inh	Rv3671c protease	MazEF act
COc1ccccc1N1CCN(C(=O)CCN2C(=O)c3cccc4cccc(c34)C2=O)CC1	nt	-1.1	9.2	-3.1	3.1	-22.4	i	-0.4	-6.3	0.6
CC1CCCCC12NC(=O)N(CC(=O)Nc1cccnc1Cl)C2=O (configuration not stated)	-1.6	-0.1	5.2	-16.0	2.3	-9.2	-0.3	2.2	nt	3.2
CC(C)CN(C(=O)CN(C)S(=O)(=O)c1ccc(Cl)cc1)C1CCS(=O)(=O)C1 (configuration not stated)	0.1	-6.2	1.0	-1.6	1.8	45.4	2.9	1.5	-6.7	1.5
Nc1ccc2c(O)cc(S(=O)(=O)O)cc2c1	-3.2	nt	4.4	6.8	2.5	nt	i	nt	nt	-4.6
Clc1cc2c(cc1/C=N/Nc1nc(N3CCOCC3)nc(N3CCOCC3)n1)OCO2	nt	0.3	8.5	nt	-9.0	20.7	i	1.8	1.4	2.1
O=S(=O)(c1ccccc1)c1nc(-c2ccco2)oc1N1CCCCC1	0.1	2.1	-4.2	-7.8	-0.4	20.3	-0.6	0.9	-17.0	10.2
c1ccc(N2CCOCC2)c(Nc2nc3ccccc3n3cnnc23)c1	1.5	-3.2	22.5	-5.5	1.9	-17.1	-0.3	3.3	4.5	-6.6
CCOc1ccc(CCNC(=O)COC(=O)c2oc3ccccc3c2COC)cc1OCC	0.0	nt	-7.6	5.2	0.3	nt	-0.4	-2.7	-0.2	10.3
CCCCCNCc1ccc(OCc2ccc(Cl)nc2)c(OC)c1	nt	-9.4	-0.4	-6.3	2.2	-4.8	-0.3	-1.3	-1.0	6.7
COc1ccc(NC(=O)CSc2nnc(Cn3nnc4ccccc43)n2C)cc1	-0.9	0.0	-3.5	-6.7	2.5	28.6	i	4.3	15.0	6.5
O=C(Nc1cccc(-c2cn3c(n2)SCC3)c1)c1ccc2c(c1)OCO2	20.6	-4.4	-1.2	3.2	5.4	10.3	-0.2	1.5	1.9	6.5
CC(=O)C1=C(O)C(=O)N(Cc2ccccc2)C1c1ccco1 (configuration not stated)	-0.2	0.6	21.2	-7.6	2.1	17.7	0.5	-0.3	-14.0	0.7

(further entries)
SMILES	BioA inh	3CLpro inhibitor	GDH-TPI inh	PriA SSB inh	Mtb FBA inh	DUSP3 inh	BH1578 lux ind	Mtb UGM inh	Rv3671c protease	MazEF act
Cc1nn(Cc2noc(C(=O)NC3CCC(C)CC3)n2)c(C)c1Br (configuration not stated)	-0.4	3.9	-12.1	-3.6	0.3	-2.2	-0.9	0.5	-3.2	1.5
Cc1ccc(S(=O)(=O)N[C@H](C(=O)N2CCC(C(=O)N[C@@H](CC(=O)O)C(=O)O)CC2)C(C)C)cc1	-0.9	3.2	-2.0	2.5	0.9	8.8	-0.6	1.9	-2.0	4.2
CC1(C)CC(=O)C2=C(C1)NC(Nc1nc3ccccc3o1)=NC21CCCC1	nt	-6.0	4.9	9.2	-5.3	-12.1	i	-2.9	6.9	7.2
NC(=Nc1ccc(Br)cc1)c1ccccc1	0.8	5.6	-6.4	-6.5	-0.1	51.3*	i	-2.4	2.6	4.3
COc1ccc(CN=Cc2[nH]c3ccc(Br)c(Cl)c3c2O)cc1	-3.3	-0.7	15.5	-2.3	0.7	16.3	-0.3	0.6	0.2	-0.4
Cc1ccc(S(=O)(=O)NC2(C(=O)O)CCCCC2)cc1	-0.9	1.2	3.9	-11.7	3.1	-12.3	i	-3.1	-3.4	3.2
Cc1ccc2[nH]c(=O)c(CN(CC3CCCO3)C(=O)c3cccs3)cc2c1 (configuration not stated)	nt	2.9	10.4	2.2	3.9	24.8	-0.3	0.7	-9.3	-25.9
COc1ccc(C2=NN(C(=O)c3ccccc3C(=O)O)C(c3ccccc3O)C2)cc1 (configuration not stated)	1.4	0.1	9.6	-5.8	24.9	20.3	i	0.3	-5.2	-26.3
O=C1Cc2ccccc2C(=O)N1c1ccccc1	-1.0	0.8	-5.0	-2.8	-3.9	2.2	-0.7	-2.1	2.5	8.7
C=CCSc1nc2nc(C)cc(C)n2n1	-0.5	1.2	4.1	-4.1	4.7	9.9	-0.3	-1.0	-3.7	-2.9
Nn1cnnc1N/N=C/c1cc(Br)cc(Br)c1O	nt	-3.3	11.4	nt	-5.0	31.9	0.5	0.7	-63.1	12.5
O=C(CN1CCN(c2cccc(Cl)c2)CC1)N1CCCC1	-1.5	1.6	-8.0	-9.0	-13.9	7.2	i	1.1	0.5	-4.4
O=C(NNS(=O)(=O)c1ccc([N+](=O)[O-])cc1)C1CCCCC1	-0.6	0.1	9.1	-5.0	-0.6	7.4	-3.4	6.3	-4.8	1.9
CC(c1ccccc1)N1C(=O)c2ccc(C(=O)Nc3ccc(Br)cc3C(=O)O)cc2C1=O (configuration not stated)	-0.6	6.1	9.3	-19.9	-0.8	13.7	i	1.6	-18.5	-16.1
CCCc1cc(C(=O)NNC(=S)NC(C)c2ccccc2)cs1 (configuration not stated)	4.4	0.7	0.3	7.2	-0.7	2.3	-0.4	-1.8	0.9	1.6
CCOc1cccc(CN2CCCC(CCC(=O)NCc3ccccc3F)C2)c1O (configuration not stated)	-0.3	3.0	-0.3	2.3	5.1	33.9	-0.2	0.8	7.0	5.9
CC(=O)OC1CC(C)N(C(=O)c2ccccc2)c2ccc(C)cc21 (configuration not stated)	-0.4	-1.4	1.0	-9.7	0.4	3.6	1.3	-2.7	-5.1	-3.1
CN(CCC1CCOCC1)C(=O)CC1C(=O)NCCN1C/C=C/c1ccccc1 (configuration not stated)	nt	0.3	0.3	-9.6	1.4	15.8	i	-6.6	-0.5	4.5
O=C(NCc1cccnc1)NC1(C(F)(F)F)Oc2ccccc2O1	-0.7	3.7	0.9	9.0	1.9	4.6	-1.9	-1.4	6.7	7.3
Cc1cccc(OCC(=O)N2CCC(N3CCOCC3)CC2)c1	-0.1	-1.9	-1.9	-6.3	-0.5	-10.2	0.6	2.6	7.8	1.0
CSc1nc(N)c2c3c(sc2n1)CN(C)CC3	2.7	1.8	20.6	-0.5	39.1*	14.1	-0.5	2.3	-5.2	-9.6
Cc1ccc2c(c1)S/C(=C/c1ccc[n+](C)c1)N2CCO	nt	-0.7	2.9	-13.4	-11.8	7.6	-0.3	1.4	-5.1	-3.7
O=C(O)c1cccc2c(/C=N/Nc3ccccn3)c[nH]c12	nt	-1.5	5.2	nt	1.1	-19.8	-0.3	-0.5	4.3	9.9
Cc1cc(N2C(=O)Cc3ccccc3C2=O)ccc1C(C)C	-0.7	2.3	8.9	-10.9	1.5	1.0	i	0.0	-24.1	-2.8
CC12CCC(=O)N1c1c(sc3nc(N4CCOCC4)c4c(c13)CCCC4)C(=O)N2 (configuration not stated)	27.9	-1.6	27.4	-1.4	63.2*	15.6	3.8	0.4	9.3	13.7
O=C(Nc1nc2c(s1)CCCC2)c1cc(-c2ccc3c(c2)OCO3)nc2ccccc12	nt	-2.5	nt	nt	nt	14.7	nt	0.8	2.8	nt
CCOC(=O)C1=C(C)NC(=O)NC1C (configuration not stated)	-0.1	4.8	4.9	-7.0	5.4	-12.2	i	-1.6	4.6	2.8
CCN(CC)CCC(=O)NN	nt	0.3	-11.0	-5.7	1.6	-5.0	-0.2	-1.3	-2.8	4.6
Cc1ccc(Oc2nc3c(C)cccn3c(=O)c2/C=C(\C#N)C(N)=O)cc1	-1.5	-2.6	25.3	-9.7	16.7	40.5	i	0.0	10.2	-2.5
O=C(Nc1cccc(-c2nc3ccccc3[nH]2)c1)c1cccc(NC(=O)c2ccco2)c1	-0.9	-2.7	6.7	3.5	2.5	39.0	2.9	-0.8	-138.4	65.8*
Cc1c(Cc2ccccc2)c(=O)oc2cc(OCC(=O)NCC3CCC(C(=O)O)CC3)ccc12 (configuration not stated)	5.4	1.9	34.3*	-6.6	104.1*	20.5	-0.6	-2.1	1.5	5.5
